Bcl-xL primary: blocks human Bcl-xL binding to Bim BH3 peptide; Q07817; GST-Bcl-xL / FITC-Bim BH3 peptide fluorescence polarization; inhibition, % at 10.9 µM; actives 0.7% (n = 320,000);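 active means inhibition above the mean of all tested compounds plus 3 SD, cutoff set per campaign, cut at about 30% in these data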;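 further: 0% = DMSO wells and 100% = unlabeled Bim-BH3 peptide competitor; inhibitors lower millipolarization by displacing the labeled peptide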
Target sequence (Q07817 whole entry, looked up): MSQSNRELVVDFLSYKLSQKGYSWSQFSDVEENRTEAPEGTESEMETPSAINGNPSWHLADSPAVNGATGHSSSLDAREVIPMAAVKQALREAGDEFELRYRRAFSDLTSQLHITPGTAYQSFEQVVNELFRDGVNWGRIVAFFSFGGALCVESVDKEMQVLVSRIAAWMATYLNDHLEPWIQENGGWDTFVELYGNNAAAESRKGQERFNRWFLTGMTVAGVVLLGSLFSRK
MCL1 BIM primary: MCL1-BIM-BH3 interaction inhibition (human); Q07820; GST-MCL1 / FITC-Bim-BH3 fluorescence polarization; inhibition, % at 10.9 µM; actives 0.68% (n = 320,000); AID 2057;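 active means inhibition above the mean inhibition of all tested compounds plus 3 SD, set per campaign, cut at about 40% in these data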;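 further: 0% = DMSO wells and 100% = unlabeled Bim-BH3 peptide control; higher means more loss of mP so more displacement of Bim peptide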
EBNA-1 inh: blocks EBNA-1 binding to DNA; EBNA-1 DNA binding, fluorescence polarization; inhibition, % at 14.8 µM; actives 0.34% (n = 300,000); AID 1950; in the data active means inhibition above about 28%
CR mimetic SO: yeast age-related superoxide inhibition as caloric restriction mimetic. S. cerevisiae aged cells, superoxide DHE fluorescence; active compounds read low. actives 0.18% (n = 330,000). AID 2690. superoxide response (% of plate mean), % at 10 µM;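 active means superoxide response under a set limit, about three screen SD below normal, cut at about 65% in these data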;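 further: yeast aged for seven days with compound at 30 °C before DHE staining; 100% = average MFI of all compound-treated wells on the plate with controls excluded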
GLD-1 TGE inh: GLD-1-TGE RNA interaction inhibition (C. elegans) | Q17339 | purified GLD-1 + fluorescein TGE RNA, fluorescence polarization | inhibition, % at 5.96 µM | actives 0.44% (n = 320,000);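 active means percent inhibition above a per-plate cutoff, the plate mean of test compounds plus 3 SD, cut at about 30% in these data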;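 further: 0% = DMSO wells with GLD-1 and probe and 100% = wells lacking GLD-1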
Target sequence (Q17339 whole entry, looked up): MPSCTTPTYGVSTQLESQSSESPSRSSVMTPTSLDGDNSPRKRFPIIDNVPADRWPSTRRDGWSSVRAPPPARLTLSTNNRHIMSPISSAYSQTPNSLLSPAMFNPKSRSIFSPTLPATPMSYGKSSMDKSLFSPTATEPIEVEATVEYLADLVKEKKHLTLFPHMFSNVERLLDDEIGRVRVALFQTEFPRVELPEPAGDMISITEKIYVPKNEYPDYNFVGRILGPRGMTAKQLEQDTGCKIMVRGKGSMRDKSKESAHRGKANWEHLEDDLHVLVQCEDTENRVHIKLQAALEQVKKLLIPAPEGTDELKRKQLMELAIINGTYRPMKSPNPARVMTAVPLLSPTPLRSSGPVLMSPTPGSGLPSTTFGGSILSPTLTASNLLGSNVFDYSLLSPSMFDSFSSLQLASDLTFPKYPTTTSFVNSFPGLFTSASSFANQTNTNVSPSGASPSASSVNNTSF
Fam108B counter: counter-screen for RBBP9 inhibitors: inhibitors of mouse Fam108B. recombinant Fam108B, FP-Rh probe fluorescence polarization. inhibition, % at 9.51 µM. actives 0.33% (n = 300,000). AID 1947;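 active means inhibition above the screen mean inhibition plus 3 SD, computed separately per campaign, cut at about 18% in these data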;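 further: inhibitors lower polarization as less probe binds the enzyme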
ZTA DNA inh: counter-screen for EBNA-1 inhibitors: inhibitors of Epstein-Barr virus ZTA; ZTA-DNA binding, fluorescence polarization; inhibition, % at 11 µM; actives 0.15% (n = 320,000); AID 2234; in the data active means inhibition above about 33%
Target sequence (P03206 whole entry, looked up): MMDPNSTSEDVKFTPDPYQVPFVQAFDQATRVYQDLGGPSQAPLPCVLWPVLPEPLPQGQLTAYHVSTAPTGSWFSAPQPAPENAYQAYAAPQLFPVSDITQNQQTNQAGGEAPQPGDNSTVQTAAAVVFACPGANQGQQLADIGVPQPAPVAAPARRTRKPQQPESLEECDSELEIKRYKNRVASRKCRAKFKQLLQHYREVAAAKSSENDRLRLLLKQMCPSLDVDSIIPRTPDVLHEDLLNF
Efflux pump mplx: antifungal efflux pump inhibition, Nile Red retention | actives 0.44% (n = 330,000) | AID 485275 | S. cerevisiae Candida pump triplex | inhibition, % at 10 µM;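 active means plate passing quality check with inhibition over a set limit, or well fluorescence over plate mean plus 4 SD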;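 further: Nile Red retained in pooled yeast measured as flow cytometry median fluorescence; 0% = buffer negative control and 100% = Enniatin B positive control; higher means more Nile Red kept so more efflux inhibition; some compounds called inactive have numbers as strong as hits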
MEX-5 binding: C. elegans MEX-5 TCR-2 RNA binding activity | Q9XUB2 | activity score (negative = inhibition of binding), % at 10 µM | actives 0.38% (n = 300,000) | MEX-5/FITC-TCR2 RNA binding, fluorescence polarization; active compounds read low;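 active means inhibition past about -25% in most replicates, and total fluorescence under double the plate's negative control median, limit read from the data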;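 further: 0% = DMSO and -100% = 5 µM competing unlabeled TCR2 RNA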
* hit, by the source's call; / = not tested or not shown. Not a hit list; about 2.3% have a hit in one of these screens.

1	CCCN1C(=O)c2ccc(C(=O)Nc3ccccc3C(=O)O)cc2C1=O
2	CCc1nnc(NC(=O)CSc2ncc(-c3ccccc3)[nH]2)s1
3	COc1cc(Cn2c(-c3ccc(O)c(OC)c3)nc3ccccc32)ccc1O
4	O=C(Nc1cccnc1)C1CCCN1S(=O)(=O)c1ccc(Cl)c(Cl)c1 (configuration not stated)
5	CCOC(=O)CCC(NC(=O)c1ccc(NCN2C(=O)CCC2=O)cc1)C(=O)OCC (configuration not stated)
6	Cc1ccccc1OCC(=O)NCCC(=O)O
7	COCCNC(=O)C1CCC(=O)N1S(=O)(=O)c1ccc(C)cc1 (configuration not stated)
8	CCN(CC)S(=O)(=O)c1cc(Cl)ccc1OC
9	CN(CCc1cn[nH]c1)Cc1nc(C(c2ccccc2)c2ccccc2)no1
10	Cn1cc(C(N)=O)c2ccccc21
screen / no.	1	2	3	4	5	6	7	8	9	10
Bcl-xL primary	5	-2	11	2	6	-4	-4	-1	2	-1
MCL1 BIM primary	6	-2	1	3	6	0	-7	0	-4	-1
EBNA-1 inh	-15	-8	-10	1	-6	3	1	-2	-2	-1
CR mimetic SO	133	97	97	87	86	90	97	99	110	106
GLD-1 TGE inh	-1	6	3	2	9	-1	-5	-3	0	-2
Fam108B counter	4	-1	2	-3	5	-1	2	-4	2	-5
ZTA DNA inh	0	-9	-5	2	2	-2	6	-1	1	-9
Efflux pump mplx	0.0	-0.1	-0.3	-0.1	0.0	0.0	-0.2	-0.2	0.0	0.0
MEX-5 binding	0.6	-1.5	-1.4	-0.9	2.0	0.7	-0.8	-0.2	0.8	-2.1

11	C[N+](C)(C)CCOC(=O)C1(c2ccccc2)CCCC1
12	CC1CC(C)CN(S(=O)(=O)N2CCCC(C(=O)NC3CCCCC3)C2)C1 (configuration not stated)
13	CCN(C(=O)C(C)OC(=O)C1C(C(=O)OC)=C(C)NC(C)=C1C(=O)OC)c1ccccc1 (configuration not stated)
14	CCNC(=O)C(Cc1ccccc1)NC(=O)OCc1ccccc1 (configuration not stated)
15	CCC1(C)OC(=O)N(CCCn2ccnc2C)C1(C)O (configuration not stated)
16	CC(=O)N1CCN(c2ccnc3cc(Cl)ccc23)CC1
17	Cc1ccc(C(=O)N(CC(=O)Nc2sc(C)c(C)c2C(N)=O)C2CCCC2)cc1
18	Cc1ccccc1OCC(=O)Nc1cc(S(=O)(=O)N2CCOCC2)ccc1N1CCCC1
19	CCCCn1nc2cc(C(=O)NCCc3ccc(C)cc3)ccc2c1OCC
20	COc1ccc(NC(=O)CSc2ncnc3c2cnn3Cc2ccccc2)cc1OC
screen / no.	11	12	13	14	15	16	17	18	19	20
Bcl-xL primary	-10	0	7	-2	0	6	5	5	0	7
MCL1 BIM primary	-8	1	-1	-4	0	4	4	-4	0	1
EBNA-1 inh	4	-23	7	2	10	-4	-19	/	3	-3
CR mimetic SO	95	96	89	90	93	112	101	102	96	103
GLD-1 TGE inh	4	-7	1	-9	2	2	0	5	1	3
Fam108B counter	-5	1	1	-1	0	0	0	/	4	5
ZTA DNA inh	6	-5	-13	3	6	-1	-8	-1	-17	13
Efflux pump mplx	0.0	0.2	0.0	-0.2	-0.1	0.1	0.0	0.0	-0.1	0.0
MEX-5 binding	-0.5	3.4	1.2	-1.0	-0.2	0.8	-3.6	/	-2.0	1.4

21	CC(C#N)Sc1ncnc2sc3c(c12)CCC3 (configuration not stated)
22	CCc1ccc(N=C2NC(=O)/C(=C/c3cc(OC)c(OC)c(OC)c3)S2)cc1
23	O=C1/C(=C/c2cccnc2)Cc2ccc(Cl)cc21
24	NS(=O)(=O)c1ccc(CCNC(=O)c2ccc([N+](=O)[O-])s2)cc1
25	COc1ccc(NC(=S)N2CCN(C/C=C/c3ccccc3)CC2)cc1OC
26	COc1ccc(C(=O)O)cc1S(=O)(=O)N(C)C
27	COc1ccc(NCC(=O)N/N=C(\C)c2cc3ccccc3o2)cc1
28	Cc1nnc(C)n1/N=C/c1ccc(-c2ccccc2)cc1
29	Cc1ccc2cc(C(c3nnnn3C3CCCC3)N(Cc3ccccc3)Cc3ccco3)c(=O)[nH]c2c1 (configuration not stated)
30	O=C(O)CSc1nc(-c2ccccc2)nc2c1oc1ccccc12
screen / no.	21	22	23	24	25	26	27	28	29	30
Bcl-xL primary	7	1	-1	-7	0	6	5	11	1	-1
MCL1 BIM primary	3	-2	2	-3	13	6	6	8	-2	2
EBNA-1 inh	-2	4	-6	-1	-6	-1	-1	4	1	4
CR mimetic SO	103	104	100	136	103	99	84	92	86	133
GLD-1 TGE inh	2	8	8	5	5	10	-6	0	5	-5
Fam108B counter	4	-5	8	-3	-6	0	3	9	-3	-11
ZTA DNA inh	5	1	-7	-10	6	-3	7	7	1	15
Efflux pump mplx	0.0	-0.2	-0.1	-0.1	0.1	-0.1	0.0	0.0	0.0	0.1
MEX-5 binding	0.2	1.9	-4.3	2.2	-4.2	1.4	0.4	-0.9	0.6	0.0

31	O=C(c1cn(-c2ccccc2)nc1-c1ccc(Br)cc1)N1CCOCC1
32	Cc1ccc(C2NNC(=O)C2NC(=O)c2ccccc2)cc1 (configuration not stated)
33	Brc1ccc(-n2c(SCc3nc4ccccc4[nH]3)nnc2-c2ccncc2)cc1
34	O=C(CSc1nnc(-c2ccccn2)n1Cc1ccco1)c1ccccc1
35	CC(=O)N1SC(N)=NC1c1ccccc1 (configuration not stated)
36	CCOc1ccc(S(=O)(=O)N(CC)CC(=O)N2CCOCC2)cc1C
37	Cc1ccc(S(=O)(=O)n2nc(-c3ccco3)nc2N)cc1
38	Cc1nc2ccccn2c1-c1ccnn1S(=O)(=O)c1ccc(F)cc1
39	Nc1nc(-c2sc3nc4c(cc3c2N)CCCC4)nc(N2CCOCC2)n1
40	COc1ccc([N+](=O)[O-])cc1NC(=O)Nc1ccc(OC)c(OC)c1
screen / no.	31	32	33	34	35	36	37	38	39	40
Bcl-xL primary	4	13	4	3	-3	6	5	8	5	3
MCL1 BIM primary	9	-3	-1	4	-3	6	5	2	10	-3
EBNA-1 inh	-1	1	3	-14	1	-4	-11	0	1	-18
CR mimetic SO	94	108	86	97	90	100	106	82	79	105
GLD-1 TGE inh	7	2	0	0	0	2	4	-3	-3	-3
Fam108B counter	1	-7	-1	-4	2	1	-3	1	7	5
ZTA DNA inh	0	15	17	-16	-1	8	1	5	0	-4
Efflux pump mplx	0.1	0.0	0.5	-0.2	-0.1	0.0	-0.1	-0.1	-0.1	0.1
MEX-5 binding	-1.4	1.7	5.3	-3.9	-7.5	-1.8	1.4	-2.5	-2.9	1.8

41	COc1ccc(C(=O)/C=C/C(=O)N(Cc2ccccc2)C(C(=O)NC2CCCCC2)c2ccncc2)c(O)c1 (configuration not stated)
42	CCCc1nnc2n1N=C(c1ccc(OC)c(OC)c1)CS2
43	COc1ccc2[nH]c(=O)c(CN(Cc3cccnc3)C(=S)NCC3CCCO3)cc2c1 (configuration not stated)
44	C/C(=N\NC(=O)c1ccoc1C)c1cccnc1
45	COc1cc(OC)cc(OCC(O)Cn2cnc(-c3ccccc3)c2)c1 (configuration not stated)
46	Cc1cc(OCC(=O)Nc2ccc(S(=O)(=O)N3CCN(C)CC3)cc2)ccc1Br
47	CN(Cc1ccccc1F)C(=O)c1ccccc1Sc1ccccc1C#N
48	Cc1ccc(C(=O)c2ccccc2C(=O)OCC(=O)N2C(C)CCCC2C)cc1 (configuration not stated)
49	COc1cc(/C=C2/SC(=S)N(CCC(=O)Nc3ccccc3)C2=O)cc(OC)c1OC
50	CCN(CC)C(=S)NC(=O)Cc1ccccc1
screen / no.	41	42	43	44	45	46	47	48	49	50
Bcl-xL primary	2	6	2	6	3	3	-2	-4	1	1
MCL1 BIM primary	-7	1	3	0	1	5	3	-2	-8	-3
EBNA-1 inh	-14	3	-3	-3	2	10	1	/	1	6
CR mimetic SO	78	85	89	112	84	102	89	108	84	92
GLD-1 TGE inh	-1	2	1	0	4	-3	16	4	1	8
Fam108B counter	-1	3	2	-2	-3	1	3	/	-6	1
ZTA DNA inh	3	-7	-5	-10	4	-11	-4	3	-5	13
Efflux pump mplx	0.2	0.0	0.1	0.1	0.1	-0.2	0.0	0.6	0.1	0.0
MEX-5 binding	0.7	0.9	-1.4	2.3	-2.0	-1.1	4.6	/	-9.6	-1.5

Ordered by count of non-hydrogen atoms (low to high): three of the compounds above
42	CCCc1nnc2n1N=C(c1ccc(OC)c(OC)c1)CS2
47	CN(Cc1ccccc1F)C(=O)c1ccccc1Sc1ccccc1C#N
46	Cc1cc(OCC(=O)Nc2ccc(S(=O)(=O)N3CCN(C)CC3)cc2)ccc1Br
screen / no.	42	47	46
Bcl-xL primary	6	-2	3
MCL1 BIM primary	1	3	5
EBNA-1 inh	3	1	10
CR mimetic SO	85	89	102
GLD-1 TGE inh	2	16	-3
Fam108B counter	3	3	1
ZTA DNA inh	-7	-4	-11
Efflux pump mplx	0.0	0.0	-0.2
MEX-5 binding	0.9	4.6	-1.1

Later entries:
51	COc1ccc(CCNc2nc(N3CCCCC3)nc(N3CCCCC3)n2)cc1OC
52	CCOc1ccccc1N(CC(=O)NCCc1ccccc1)C(=O)CCC(=O)Nc1ccccn1
53	CCCN(C(=O)c1cc(Cl)nc2ccccc12)C1CCS(=O)(=O)C1 (configuration not stated)
54	CC(C)OP(=O)(OC(C)C)C(Nc1ccccn1)c1ccc(F)cc1 (configuration not stated)
55	Cc1ccc(Cl)c(NC(=O)CN(C)CC(=O)Nc2ccc(F)c(F)c2F)c1Cl
56	O=C(CN1C(=O)/C(=C/c2ccccc2F)Sc2ccccc21)NCCCN1CCOCC1
57	O=C(O)c1ccc(COc2ccccc2[N+](=O)[O-])o1
58	CCOC(=O)c1sc2nc(C)nc(SC(C)C(=O)NC3CC3)c2c1C (configuration not stated)
59	COc1ccc(C(=O)OCCOc2ccccc2C(C)=O)c(O)c1
60	CCOC(=O)C1(CCCc2ccccc2)CCN(C(=O)C(C)n2cncn2)CC1 (configuration not stated)
screen / no.	51	52	53	54	55	56	57	58	59	60
Bcl-xL primary	5	2	-2	-6	5	5	5	-3	-4	-2
MCL1 BIM primary	1	3	-6	-7	-1	2	10	0	-12	-1
EBNA-1 inh	0	4	4	-11	2	-9	4	/	10	4
CR mimetic SO	118	93	93	96	93	98	97	105	101	105
GLD-1 TGE inh	-4	8	-3	4	5	8	2	-2	3	-1
Fam108B counter	2	1	0	-2	5	2	3	/	3	0
ZTA DNA inh	5	1	-2	0	10	4	17	9	19	1
Efflux pump mplx	0.3	-0.2	-0.1	0.5	-0.1	0.3	0.0	0.8	-0.4	0.0
MEX-5 binding	1.1	1.8	-0.4	-0.2	3.6	1.7	-4.4	/	1.0	-1.5

One compound at a time, as listed above:
Cc1ccc(C2NNC(=O)C2NC(=O)c2ccccc2)cc1 (configuration not stated) is entered as Bcl-xL primary: 13; MCL1 BIM primary: -3; EBNA-1 inh: 1; CR mimetic SO: 108; GLD-1 TGE inh: 2; Fam108B counter: -7; ZTA DNA inh: 15; Efflux pump mplx: 0.0; MEX-5 binding: 1.7
Cc1nnc(C)n1/N=C/c1ccc(-c2ccccc2)cc1 is entered as Bcl-xL primary: 11; MCL1 BIM primary: 8; EBNA-1 inh: 4; CR mimetic SO: 92; GLD-1 TGE inh: 0; Fam108B counter: 9; ZTA DNA inh: 7; Efflux pump mplx: 0.0; MEX-5 binding: -0.9
CCOc1ccccc1N(CC(=O)NCCc1ccccc1)C(=O)CCC(=O)Nc1ccccn1 is entered as Bcl-xL primary: 2; MCL1 BIM primary: 3; EBNA-1 inh: 4; CR mimetic SO: 93; GLD-1 TGE inh: 8; Fam108B counter: 1; ZTA DNA inh: 1; Efflux pump mplx: -0.2; MEX-5 binding: 1.8
